Screening data: PubChem, Vanderbilt High Throughput Screening Facility
AMPAR-TARP mod: modulators of GluA2-stargazin AMPA receptor complexes, primary screen, cell-based, membrane potential dye; Voltage-dependent calcium channel gamma-2 subunit (Mus musculus) + Glutamate receptor 2 …; HEK293 GluA2+stargazin, membrane potential dye (FDSS), glutamate EC50; hits were called plate by plate, in both directions; calls only at 30 µM; 40,000 compounds, 3.5% hits;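 active = any of four per-well response measures lying three or more SD from its plate-wide compound average, in either direction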
Target sequence (O88602 whole entry, looked up): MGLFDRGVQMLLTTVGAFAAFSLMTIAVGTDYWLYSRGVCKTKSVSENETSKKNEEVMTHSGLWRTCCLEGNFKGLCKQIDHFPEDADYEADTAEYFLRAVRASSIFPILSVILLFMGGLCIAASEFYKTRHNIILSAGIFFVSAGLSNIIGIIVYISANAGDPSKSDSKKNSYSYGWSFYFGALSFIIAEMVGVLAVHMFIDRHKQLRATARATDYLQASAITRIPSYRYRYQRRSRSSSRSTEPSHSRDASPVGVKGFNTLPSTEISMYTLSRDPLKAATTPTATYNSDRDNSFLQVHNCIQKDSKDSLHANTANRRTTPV
Target sequence (P19491 whole entry, looked up): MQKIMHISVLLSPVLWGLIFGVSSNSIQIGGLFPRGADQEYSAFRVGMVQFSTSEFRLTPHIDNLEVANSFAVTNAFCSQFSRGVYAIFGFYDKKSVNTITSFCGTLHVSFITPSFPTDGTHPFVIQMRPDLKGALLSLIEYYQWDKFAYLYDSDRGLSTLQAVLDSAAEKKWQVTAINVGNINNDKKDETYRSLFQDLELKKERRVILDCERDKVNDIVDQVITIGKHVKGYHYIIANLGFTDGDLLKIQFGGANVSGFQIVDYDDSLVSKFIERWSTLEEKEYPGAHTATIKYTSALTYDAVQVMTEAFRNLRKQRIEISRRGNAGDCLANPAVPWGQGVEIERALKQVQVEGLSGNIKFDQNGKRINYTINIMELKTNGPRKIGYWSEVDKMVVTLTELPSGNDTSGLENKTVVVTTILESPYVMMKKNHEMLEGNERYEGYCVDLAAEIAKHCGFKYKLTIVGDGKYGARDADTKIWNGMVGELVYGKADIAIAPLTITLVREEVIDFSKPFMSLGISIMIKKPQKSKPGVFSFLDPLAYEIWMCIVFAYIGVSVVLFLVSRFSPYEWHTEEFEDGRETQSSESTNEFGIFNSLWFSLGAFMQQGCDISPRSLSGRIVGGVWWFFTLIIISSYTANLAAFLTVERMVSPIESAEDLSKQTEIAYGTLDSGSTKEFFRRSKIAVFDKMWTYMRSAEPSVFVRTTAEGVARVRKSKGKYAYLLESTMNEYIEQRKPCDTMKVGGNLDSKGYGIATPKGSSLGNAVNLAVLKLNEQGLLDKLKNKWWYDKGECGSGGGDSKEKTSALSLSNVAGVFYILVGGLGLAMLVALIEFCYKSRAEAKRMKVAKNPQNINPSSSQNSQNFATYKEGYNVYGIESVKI
AMPAR-TARP mod agonism max-min: second read-out of AMPAR-TARP mod, no call of its own (marks repeat the call); compound max-min signal; compound-alone response (agonism);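 unitless range of fluorescence divided by baseline over first 100 seconds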
AMPAR-TARP mod glutamate slope: also measured in AMPAR-TARP mod; calls as there; glutamate slope, % of max; measured here: glutamate response slope, % max;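 scaled per plate between vehicle wells and maximal 1 mM glutamate control wells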
Starred values were filed as active, the others as inactive; i = inactive; + = active, no number; & = joins results of further samples.

structure	AMPAR-TARP mod	AMPAR-TARP mod agonism max-min	AMPAR-TARP mod glutamate slope
COc1ccc(-n2nc3c(c2NC(=O)C(=O)N2CCC(O)CC2)CSC3)cc1	i	0.073	48
CSc1ccc(C2C(C#N)=C(N)Oc3cc(C)n(CCCn4ccnc4)c(=O)c32)cc1 (stereo not given)	i	0.11	53
CCOc1ccccc1NC(=O)c1sc(=S)n(-c2cc(Cl)ccc2OC)c1N	i	0.13	54
COc1ccc(C(=O)Nc2ccc([N+](=O)[O-])cn2)cc1OC	+	0.17*	-3.6*
CCN(CC)c1ccc(N2CCN(S(=O)(=O)c3ccc([N+](=O)[O-])cc3)CC2)nn1	i	0.071	55
CC(C)c1ccc(NC(=O)Cc2csc(NC(=O)c3ccc[nH]c3=O)n2)cc1	i	0.086	34
COc1ccc(CNC(=O)Nc2cc(N3CCCS3(=O)=O)ccc2C)cc1OC	i	0.091	57
CCOCCn1c(=O)c2c(nc3n(-c4ccc(CC)cc4)c(C)c(C)n23)n(C)c1=O	i	0.063	34
CN(C)CC(O)COC1CC2CCC1(C)C2(C)C (stereo not given)	i	0.064	65
O=C(NCCCn1ncccc1=O)C1CN(c2nc3ccccc3s2)C1	i	0.15	81
CCOc1ccc(C(=O)NCCOc2ccc(-c3ccc(F)cc3)nn2)cc1	i	0.054	55
CN(C)S(=O)(=O)c1ccc(C(=O)Nn2cnc3c(cnn3-c3ccccc3)c2=O)cc1	i	0.098	64
CCOC(=O)C1CCc2sc(NC(=O)CCn3cnc4ccccc4c3=O)nc21 (stereo not given)	i	0.1	62
COc1ccc(Cl)cc1NC(=O)NCCn1nc(-c2cccs2)ccc1=O	i	0.086	43
Cn1c(=O)c(C(=O)NCCc2ccccc2)cc2cccnc21	i	0.12	48
CCNC(=O)CSc1nc(-c2ccccc2)c(NC(=O)C(C)(C)Oc2ccc(Cl)cc2)s1	+	0.096*	18*
Cc1cc2nc(N(CCN3CCOCC3)C(=O)c3ccco3)sc2cc1C	i	0.09	41
CCC(=O)Nc1ccc(S(=O)(=O)NCC(c2cccn2C)N2CCOCC2)c(C)c1 (stereo not given)	i	0.068	38
CC1CCc2cc(F)ccc2N1C(=O)c1csc(-c2cnccn2)n1 (stereo not given)	i	0.087	62
CC(=O)N1CCN(c2oc(-c3cccc(C)c3)nc2S(=O)(=O)c2ccc(C)cc2)CC1	i	0.12	59
CS(=O)(=O)N1CCN(C(=O)Cc2csc(Nc3ccc(F)cc3)n2)CC1	i	0.11	55
Cc1cc(C)n(CC(=O)N2CCN(c3ncccn3)CC2)n1	i	0.12	66
COc1cccc(NC(=O)Cn2cnc3c(-c4ccccc4)csc3c2=O)c1	i	0.11	6
COc1ccc(NC(=O)c2ccc(S(=O)(=O)N(C)C3CCCC3)cc2)c2ccccc12	i	0.062	65
COCC(C)(O)CNC(=O)c1ccccc1SC (stereo not given)	i	0.089	58
O=C(CC1Sc2ccccc2NC1=O)Nc1cccc(Cl)c1Cl (stereo not given)	i	0.058	36
O=C(NCCOc1ccc(F)cc1)c1nc(-c2cnccn2)no1	i	0.14	90
CN(C)S(=O)(=O)c1ccc(C(=O)NCCCn2nc(-c3ccccc3)ccc2=O)cc1	i	0.083	65
COC(=O)CCn1c(=O)c2c(nc3n(-c4cccc(C)c4)c(C)c(C)n23)n(C)c1=O	i	0.079	66
O=C(NCCn1ncc2c(N3CCN(c4ccccc4)CC3)ncnc21)c1ccc2ccccc2c1	i	0.067	48

Some of the entries so far, with values ahead of the structure.
AMPAR-TARP mod	AMPAR-TARP mod agonism max-min	AMPAR-TARP mod glutamate slope	canonical_smiles
i	0.12	59	CC(=O)N1CCN(c2oc(-c3cccc(C)c3)nc2S(=O)(=O)c2ccc(C)cc2)CC1
i	0.068	38	CCC(=O)Nc1ccc(S(=O)(=O)NCC(c2cccn2C)N2CCOCC2)c(C)c1 (stereo not given)
+	0.096*	18*	CCNC(=O)CSc1nc(-c2ccccc2)c(NC(=O)C(C)(C)Oc2ccc(Cl)cc2)s1
i	0.058	36	O=C(CC1Sc2ccccc2NC1=O)Nc1cccc(Cl)c1Cl (stereo not given)
i	0.11	6	COc1cccc(NC(=O)Cn2cnc3c(-c4ccccc4)csc3c2=O)c1
i	0.087	62	CC1CCc2cc(F)ccc2N1C(=O)c1csc(-c2cnccn2)n1 (stereo not given)

(list continues)
structure	AMPAR-TARP mod	AMPAR-TARP mod agonism max-min	AMPAR-TARP mod glutamate slope
COc1ccc(-c2nc(COC(=O)c3nnn(-c4ccc(Cl)cc4)c3C)c(C)o2)cc1	i	0.068	53
CC1CC(=O)Nc2c1c(NC(=O)c1cc3ccccc3oc1=O)nn2C (stereo not given)	i	0.12	64
CCOc1cccc2cc(C(=O)N3CCC(C(N)=O)CC3)c(=O)oc12	i	0.095	54
Cc1cc([N+](=O)[O-])ccc1NC(=O)C(=O)N1CCC(O)CC1	i	0.13	59
Cc1cc(NC(=O)CCn2nnc3ccccc3c2=O)sn1	i	0.11	54
COc1ccc(NC(=O)N2CCN(c3cc(-n4nc(C)cc4C)ncn3)CC2)cc1Cl	i	0.1	60
Nc1c(C(=O)NC2CCCCC2)nnn1-c1cccc(Cl)c1	i	0.21	31
CCOCCCn1c(SCc2nc(-c3ccc(F)cc3)no2)nc2ccccc2c1=O	i	0.051	66
O=C(Nc1nccs1)c1ccc(COc2ccccc2)o1	i	0.1	58
CC1CC(C)CN(C(c2ccc(F)cc2)c2sc3ncnn3c2O)C1 (stereo not given)	i	0.092	53
COc1ccc(CCNC(=O)CSc2ncnc3[nH]ncc23)cc1OC	i	0.09	58
CS(=O)(=O)c1ccc2nc(NC(=O)CN3C(=O)c4ccccc4S3(=O)=O)sc2c1	i	0.12	59
CCc1ccc(-n2c(C)cn3c4c(=O)n(CC(N)=O)c(=O)n(C)c4nc23)cc1	i	0.056	42
Cc1ccc(S(=O)(=O)NCCN2CCOCC2)cc1C	i	0.05	36
COc1ccc(-c2cc(CC(=O)N3CCC(C(N)=O)CC3)no2)cc1	i	0.044	40

(next part)
Every second line gives: AMPAR-TARP mod | AMPAR-TARP mod agonism max-min | AMPAR-TARP mod glutamate slope
> O=C(CNc1ccc(S(=O)(=O)C(F)(F)F)cc1[N+](=O)[O-])NC1CCS(=O)(=O)C1 (stereo not given)
 : i | 0.044 | 54
> COc1ccc2nc(-c3cccc(NC(=O)c4ccc5c(c4)OCO5)c3)cn2n1
 : i | 0.02 | 35
> O=C(COc1ccccc1)Nc1ccc2c(c1)CCCN2S(=O)(=O)c1ccccc1
 : i | 0.12 | 74
> COc1ccc(F)cc1S(=O)(=O)Nc1ccc2c(c1)N(C(=O)C1CC1)CCC2
 : i | 0.12 | 47
> CCOc1ccc(-c2ccc(N3CCN(C(=O)c4ccc(Br)o4)CC3)nn2)cc1
 : i | 0.079 | 63
> COc1ccc(CCNC(=O)Cn2nc(-c3cc(OC)ccc3OC)ccc2=O)cc1
 : i | 0.067 | 99
> O=C(Cn1c(=O)oc2ccccc21)Nc1ccc2cn[nH]c2c1
 : i | 0.1 | 62
> O=C1CCc2cc(NC(=O)Nc3ccc(Cl)c(Cl)c3)ccc2N1
 : i | 0.16 | 44
> Cc1ccc(Nc2nc3c(c(=O)[nH]c(=O)n3C)n2CC(=O)O)cc1Cl
 : i | 0.077 | 49
> O=C(CCc1csc(NC(=O)c2ccc(F)cc2)n1)NCc1c(F)cccc1F
 : i | 0.12 | 57
> CC(C)(C)C(=O)NCCC(O)c1ccccc1 (stereo not given)
 : i | 0.084 | 67
> COc1ccc(C2C(C(=O)c3cc4ccccc4o3)=C(O)C(=O)N2CCCN(C)C)cc1 (stereo not given)
 : i | 0.13 | 62
> Cc1ccc(-n2ncc3c(=O)n(CC(=O)N4CCN(c5ccccc5)CC4)cnc32)c(C)c1
 : i | 0.12 | 69
> O=C(NCC1CCN(C(=O)Nc2ccc(F)cc2)CC1)c1cc2ccccc2oc1=O
 : i | 0.06 | 45
> COc1cccc2c1OC(c1ccncc1)N1N=C(c3ccc4c(c3)OCO4)CC21 (stereo not given)
 : i | 0.096 | 52
> COCCNC(=O)Cc1csc(Nc2ccccc2)n1
 : i | 0.087 | 57
> O=C(Cc1cccc2ccccc12)N1CCN(c2ccc3nncn3n2)CC1
 : i | 0.088 | 54
> Cc1ccc(N2CCN(S(=O)(=O)c3ccc(Cl)c(C)c3)CC2)c(C)c1
 : i | 0.071 | 62
> CCCOc1ccc(N2CCN(C(=O)c3ccccc3SCC)CC2)nn1
 : i | 0.055 | 46
> CC(=O)Nc1ccc(C(=O)NCCNC(=O)c2ccco2)cc1
 : i | 0.071 | 34
> COc1ccc(NC(=O)c2ccc(S(=O)(=O)N3CCCCC3)cc2)c(OC)c1
 : i | 0.08 | 52
> Cc1ccc(S(=O)(=O)N2CCCc3cc(NS(=O)(=O)c4cc(C)c(C)cc4C)ccc32)cc1
 : i | 0.13 | 60
> CCOC(=O)c1ccccc1NC(=O)CSc1c(COC)cnc2c1c(=O)n(C)c(=O)n2C
 : i | 0.037 | 55
> Cc1ccc(Nc2ccc(N3CCN(C(=O)C4CCC(=O)N4)CC3)nn2)cc1 (stereo not given)
 : i | 0.12 | 59
> Cc1cc(NC(=O)C(=O)NCc2ccccn2)ccc1N1CCCC1=O
 : i | 0.047 | 54
> Cc1cc(C)c(NC(=O)Cn2ncn3nc4c(c3c2=O)CCCC4)c(C)c1
 : i | 0.16 | 46
> COC(=O)c1ccc(NC(=O)c2nn(-c3ccc(F)cc3)cc2OC)cc1
 : i | 0.14 | 65
> CC(O)(CNC(=O)Nc1ccc(Cl)c(Cl)c1)c1ccc2c(c1)OCO2 (stereo not given)
 : + | 0.24* | 44*
> COc1ccc(Cl)cc1C(=O)Nc1cccc(N2CCCC2=O)c1
 : i | 0.14 | 49
> CC1=CC(C)(C)N(C(C)C)C(=O)N1c1ccc(C)cc1
 : i | 0.035 | 52
> COc1ccc(C(=O)Nc2ccc3c(c2)CCC(=O)N3Cc2ccccc2)cc1OC
 : i | 0.064 | 43
> Cc1cc(-c2nnc(NC(=O)c3ccc(Cl)cc3Cl)o2)nn1C
 : i | 0.059 | 54
> Cc1cc(C)c(C(=O)NCC(O)Cc2ccccc2)c(C)c1 (stereo not given)
 : i | 0.14 | 82
> C=CCn1c(=O)c2c(nc3n2CC(C)CN3c2ccccc2OC)n(C)c1=O (stereo not given)
 : i | 0.058 | 35
> O=S(=O)(Nc1ccc2cn[nH]c2c1)c1ccc(Br)cc1
 : i | 0.16 | 59
> COc1ccccc1-c1ccc(N2CCC(C(=O)Nc3ccc(C(C)=O)cc3)CC2)nn1
 : i | 0.16 | 80
> COc1ccc(C)cc1S(=O)(=O)N1CC(C)CC(C)C1 (stereo not given)
 : i | 0.038 | 71
> Cc1cc(NC(=O)Cc2cccc3ccccc23)ccc1N1CCCCC1=O
 : i | 0.11 | 45
> COc1cc(/C=C2\SC(=S)N(c3ccccc3Br)C2=O)ccc1O
 : + | 0.17* | 54*
> COc1ccc(-c2c(C)oc3cc(OC(=O)N4CCOCC4)ccc3c2=O)cc1
 : i | 0.12 | 61
> Cc1n[nH]c(C)c1S(=O)(=O)N1CCC(c2nnc(-c3ccco3)o2)CC1
 : i | 0.11 | 52
> Cc1ccc2c(CC(=O)NCc3ccccn3)cc(=O)oc2c1
 : i | 0.096 | 52
> COc1cc(C)c(C)cc1S(=O)(=O)NCC1CCN(C(=O)Oc2ccccc2)CC1
 : i | 0.15 | 58
> CN1CCc2c(sc(NC(=O)CN3C(=O)c4ccccc4C3=O)c2-c2nc3ccccc3s2)C1
 : i | 0.12 | 57
> O=C(NCc1ccsc1)c1ccc2c(c1)OCO2
 : i | 0.089 | 48
> CCN1CCc2c(sc(NC(=O)CCOc3ccccc3)c2-c2nc3ccccc3s2)C1
 : i | 0.13 | 64
> CCN(CC)CCCN1C(=O)C(=O)/C(=C(/O)c2ccc(OC)c(Cl)c2)C1c1ccco1 (stereo not given)
 : i | 0.11 | 50
> COc1ccc(C(=O)NCC2(c3ccc(F)cc3)CC2)cc1OC
 : i | 0.09 | 84
> CC(C)OC(=O)COc1ccc2c(c1)O/C(=C\c1ccccc1)C2=O
 : i | 0.096 | 67
> CCOCCn1c(=O)c2c(nc(-n3nc(C)cc3C)n2Cc2ccccc2F)n(C)c1=O
 : i | 0.017 | 49
> Cc1nc2ccccn2c1C(=O)NCC(O)(c1cccs1)C1CC1 (stereo not given)
 : i | 0.11 | 53
> COc1ccccc1Oc1c(C)oc2cc(OC(=O)N3CCOCC3)ccc2c1=O
 : i | 0.2 | 72
> Cc1cc(C(=O)O)c2cccc(Cl)c2n1
 : i | 0.079&0.04 | 46&99

Reprinted at random: three records from the list.
Every second line gives: AMPAR-TARP mod | AMPAR-TARP mod agonism max-min | AMPAR-TARP mod glutamate slope
> O=C(NCc1ccsc1)c1ccc2c(c1)OCO2
 : i | 0.089 | 48
> CCN1CCc2c(sc(NC(=O)CCOc3ccccc3)c2-c2nc3ccccc3s2)C1
 : i | 0.13 | 64
> COc1cc(C)c(C)cc1S(=O)(=O)NCC1CCN(C(=O)Oc2ccccc2)CC1
 : i | 0.15 | 58

An excerpt, so the mix of outcomes need not match the whole.
